NF-kB expr up: activators of NF-kB expression in neurons, primary screen, cell-based, HTS; actives 1.6% (n = 190,000); human neuronal cells, NF-kB reporter expression; hits give high values; AID 1239, 2008; fold change at 12.5 µM; in the data active means fold change above about 3.3
STAT1 inh: STAT1 signaling inhibitors, primary screen, cell-based, HTS, luciferase reporter; NIH 3T3 STAT1-luciferase reporter, IFN-gamma, luminescence; inhibition, % at 5.5 µM; actives 0.35% (n = 200,000);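 active means inhibition above a set limit, the mean inhibition across all tested compounds plus 3 SD, cut at about 34% in these data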;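 further: 0% = IFN-gamma with DMSO and 100% = IFN-gamma with 300 µM nifuroxazide; values of inactives mirror those of a sister screen read the other way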
FLuc inhib CS: firefly luciferase enzyme inhibitors, primary screen, artefact control for luciferase-based inhibitor screens, biochemical, luminescence, ATPLite; Luciferin 4-monooxygenase (Photinus pyralis), P08659; 10 min; inhibition, % at 10 µM; actives 1.5% (n = 200,000); AID 1006, 2008;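 active means inhibition above about 50% when tested at 10 µM, limit read from the data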
Target sequence (P08659 whole entry, looked up): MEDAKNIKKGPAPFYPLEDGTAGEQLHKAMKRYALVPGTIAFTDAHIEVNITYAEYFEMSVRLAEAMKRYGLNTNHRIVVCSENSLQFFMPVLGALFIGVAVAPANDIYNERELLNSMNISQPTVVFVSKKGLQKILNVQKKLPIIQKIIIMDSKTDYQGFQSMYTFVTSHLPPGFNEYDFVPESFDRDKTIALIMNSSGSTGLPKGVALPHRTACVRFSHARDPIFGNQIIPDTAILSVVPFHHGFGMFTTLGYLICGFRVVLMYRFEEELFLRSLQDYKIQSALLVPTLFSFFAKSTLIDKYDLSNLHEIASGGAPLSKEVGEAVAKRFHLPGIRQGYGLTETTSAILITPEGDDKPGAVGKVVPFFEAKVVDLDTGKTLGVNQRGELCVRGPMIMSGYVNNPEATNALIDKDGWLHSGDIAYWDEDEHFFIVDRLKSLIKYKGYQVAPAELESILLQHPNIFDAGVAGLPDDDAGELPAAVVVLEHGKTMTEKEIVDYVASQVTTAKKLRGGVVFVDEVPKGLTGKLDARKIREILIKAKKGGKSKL
Hsp70 act: Hsp70 transcriptional activators, primary screen, cell-based, HeLa, Hsp70 promoter luciferase, luminescence, 10 µM; actives 0.04% (n = 200,000); activation, % at 10 µM; HeLa Hsp70 promoter luciferase reporter; scaled: vehicle 0, proteasome-inhibitor control 100%; AID 1203, 2008;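 active means activation above the mean across all tested compounds plus 3 SD, cutoff set per campaign, cut at about 5.5% in these data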;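 further: 100% = MG132 at 30 µM as the positive control and 0% = DMSO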
STAT3 act: IL-6 driven STAT3 reporter potentiators, primary screen, U3A cells, luciferase, luminescence, MLSCN library | activation (% of control), % at 5.6 µM | actives 0.91% (n = 190,000) | IL-6 STAT3-luciferase reporter; 100% = signal with IL-6 EC80 alone | AID 871, 2007;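 active means activation above the screen-wide mean of compound activation plus 3 SD, cut at about 130% in these data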;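 further: 0% = background luminescence of wells with medium and substrate only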
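Test system: Human STAT1-deficient U3A cells with stable STAT3-luciferase reporter | Also added: Interleukin-6, 33 ng/mL | Timing: Compound pre-incubation 1 h before IL-6, then 6 h stimulation at 37 °C | Technique: Luciferase reporter luminescence | Read-out: Percent of IL-6-only median luminescence | Benchmarks: IL-6-only wells as 100% reference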
APP transl inh: inhibitors of APP translation via 5'UTR reporter, primary screen, APP 5'UTR luciferase, SH-SY5Y cells; SH-SY5Y APP 5'UTR-luciferase reporter, luminescence; inhibition, % at 2 µM; actives 0.82% (n = 190,000); AID 1285, 2008;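 active means inhibition above a set limit, derived from the sample mean plus 3 SD, cut at about 45% in these data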; further: values of inactives mirror those of a sister screen read the other way
STAT1 act: STAT1 signaling activators, primary screen, cell-based, HTS, luciferase reporter; NIH 3T3 STAT1-luciferase reporter, IFN-gamma, luminescence; 100% = IFN-gamma alone, no compound; activation (% of control), % at 5.5 µM; actives 2.6% (n = 200,000); AID 932, 2007;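 active means activation above the screen-wide mean activation plus 3 SD, cut at about 130% in these data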;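 further: raw ratio to IFN-gamma control signal so 100% means no change and 0% no light; values of inactives mirror those of a sister screen read the other way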
RAM network inh: inhibitors of the yeast RAM network, primary screen, dse1pr::URA3 reporter, 5-FOA selection; inhibition, % at 50 µM; S. cerevisiae dse1pr::URA3 reporter, 5-FOA growth OD615, 2 d; analog-sensitive cbk1-as2 kinase mutant strain; actives 1.8% (n = 190,000); AID 868, 2007;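 active means inhibition above a set limit, 3 SD over mean compound inhibition, cut at about 8.4% in these data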;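 further: 0% = DMSO-only wells with no growth and 100% = 10 µM 1-NA-PP1 full growth; inhibition rescues growth on 5-FOA so higher OD means more RAM inhibition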
APP 5'UTR act: activators of APP 5'UTR luciferase reporter, primary screen, SH-SY5Y cells; activation, % at 2 µM; SH-SY5Y APP 5'UTR luciferase reporter, luminescence; zero percent = DMSO vehicle wells; actives 1% (n = 190,000); AID 1276, 2008;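 active means activation above a set limit, based on mean plus 3 SD of controls, cut at about 140% in these data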; further: values of inactives mirror those of a sister screen read the other way
STAT3 inh: IL-6 driven STAT3 reporter inhibitors, primary screen, U3A cells, luciferase, luminescence, MLSCN library | IL-6 STAT3-luciferase reporter; host cell line lacks STAT1 | inhibition, % at 5.5 µM | actives 0.89% (n = 190,000) | AID 862, 2007;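 active means inhibition above the mean inhibition across all screened compounds plus 3 SD, cut at about 44% in these data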;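 further: 0% = DMSO only wells and 100% = 100 µM nifuroxazide control wells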
The depositor's hits bear a star; x = no result given.

smiles,NF-kB expr up,STAT1 inh,FLuc inhib CS,Hsp70 act,STAT3 act,APP transl inh,STAT1 act,RAM network inh,APP 5'UTR act,STAT3 inh
Cc1ccc(S(=O)(=O)N2CCN(C(=O)CCC(=O)NCc3ccc(F)cc3)CC2)cc1,1.05,0.7,-2.1,-0.2,99.5,-10.7,99.4,-0.7,10.7,-1.7
Cc1csc2nc(CSc3nncn3-c3ccccc3)c(Br)n12,0.98,8.1,-1.5,0.5,106.3,1.5,92.6,0.0,-1.5,-4.2
CCOC(=O)NC(NC(=O)OCC)C(=O)c1ccc(F)cc1,0.68,6.3,-6.4,-0.2,104.3,9.2,94.3,1.0,-9.2,0.2
NCCOc1cnn(-c2ccccc2Cl)c(=O)c1Cl,1.12,-6.0,-7.3,-0.2,103.0,4.9,105.8,0.0,-4.9,-5.3
CC(C)(C)c1nnc(NC(=O)Cc2ccccc2[N+](=O)[O-])s1,0.94,0.2,-2.8,-0.2,113.6,8.6,99.9,1.2,-8.6,-16.2
Cc1ccc(CCNC(=O)CNC(=O)c2cccs2)cc1,1.35,-0.8,-5.4,-0.2,95.0,11.4,100.5,1.6,-11.3,9.9
CC(=O)c1c(N2CCOCC2)nc(=O)n(-c2ccccc2)c1C,1.36,-4.9,-2.1,-0.2,101.3,-14.4,104.4,1.6,14.4,4.2
O=C1NCC(c2ccccc2)C1C(=O)N/N=C\c1ccc(-c2cccc(Cl)c2Cl)o1 (stereo not drawn),0.71,-3.7,-6.7,-0.1,103.2,-2.5,103.4,0.2,2.5,-0.2
CC(=O)Nc1nc2ccccc2n1CCOc1ccccc1Cl,1.2,-1.1,-3.9,0.0,103.0,-29.0,101.0,0.8,29.0,1.6
Cc1cc(-c2csc(NC(=O)c3ccc(S(=O)(=O)N(C)C)cc3)n2)c(C)n1-c1ccccc1,0.87,6.4,-3.1,-0.4,92.4,0.9,94.3,4.0,-0.9,12.5

(more compounds)
smiles,NF-kB expr up,STAT1 inh,FLuc inhib CS,Hsp70 act,STAT3 act,APP transl inh,STAT1 act,RAM network inh,APP 5'UTR act,STAT3 inh
CCOc1cc(N2CCOCC2)c(OCC)cc1NC(=O)CN1C(=O)NC(CC(C)C)C1=O (stereo not drawn),1.08,1.9,-5.9,0.0,107.9,-11.9,97.5,1.5,11.9,-7.1
CCOc1nc(NCCC2=CCCCC2)nc(N2CCOCC2)n1,0.91,6.6,-3.6,0.6,98.2,12.9,93.9,0.3,-12.9,6.4
CCOc1ccc(CCNC(=O)C2CCN(S(=O)(=O)N3CCOCC3)CC2)cc1OCC,1.15,2.4,-9.2,-0.1,104.0,6.2,97.8,1.8,-6.2,-1.6
O=C(Nc1ccc(Cl)cc1)Nc1ccc(N2CCCC2)c(S(=O)(=O)Nc2ccccc2Cl)c1,0.65,-2.3,-2.5,-0.2,109.2,4.1,102.0,6.4,-4.1,-13.9
COc1ccc(S(=O)(=O)N(CCc2ccccc2)CC(=O)N/N=C/c2ccc3c(c2)OCO3)cc1,1.03,-2.3,-4.9,-0.3,94.4,2.5,102.0,5.3,-2.5,6.8
COC(=O)c1ccc(-n2c(C)nc(=O)c(-c3ccccc3)c2C)cc1,1.71,2.1,-3.0,-0.3,104.5,9.4,98.0,0.6,-9.4,-1.1
C#CCN(C)CC/C=C1\c2ccccc2CSc2ccccc21,1.03,-0.9,-2.1,3.3,101.0,-2.4,106.0,1.2,2.4,1.0
COc1cc(NS(=O)(=O)c2ccc(NC(=O)c3ccc(C)o3)cc2)nc(OC)n1,1.07,-1.3,0.8,-0.5,102.8,10.0,93.8,0.0,-10.0,0.4
CC(=O)N(CCC1(C(C)C)CCOC(C)(C)C1)Cc1ccco1 (stereo not drawn),1.08,1.9,-5.7,0.6,104.5,-4.0,105.1,0.3,4.0,-5.5
O=C(NCc1ccccc1)/C(=C/c1ccco1)NC(=O)c1ccco1,1.32,0.5,-5.0,-0.2,98.9,-8.5,99.2,0.4,8.5,8.8

3 compounds drawn at random from those above:
smiles,NF-kB expr up,STAT1 inh,FLuc inhib CS,Hsp70 act,STAT3 act,APP transl inh,STAT1 act,RAM network inh,APP 5'UTR act,STAT3 inh
O=C(Nc1ccc(Cl)cc1)Nc1ccc(N2CCCC2)c(S(=O)(=O)Nc2ccccc2Cl)c1,0.65,-2.3,-2.5,-0.2,109.2,4.1,102.0,6.4,-4.1,-13.9
C#CCN(C)CC/C=C1\c2ccccc2CSc2ccccc21,1.03,-0.9,-2.1,3.3,101.0,-2.4,106.0,1.2,2.4,1.0
CC(=O)N(CCC1(C(C)C)CCOC(C)(C)C1)Cc1ccco1 (stereo not drawn),1.08,1.9,-5.7,0.6,104.5,-4.0,105.1,0.3,4.0,-5.5

The list goes on:
smiles,NF-kB expr up,STAT1 inh,FLuc inhib CS,Hsp70 act,STAT3 act,APP transl inh,STAT1 act,RAM network inh,APP 5'UTR act,STAT3 inh
COC(=O)c1ccccc1NC(=O)CSc1nnc(-c2ccc(C)cc2)o1,0.53,-25.2,-1.7,-0.2,108.8,-43.8,121.9,1.5,43.8,-6.6
O=C(c1cccnc1Nc1ccc2c(c1)CCC2)N1CCOCC1,1.28,-3.7,-5.1,-0.1,104.3,-20.1,103.3,0.4,20.1,-2.5
CNC(=O)c1ccsc1NC(=O)c1sc2ccccc2c1Cl,1.13,-26.6,26.1,0.6,102.9,-47.2,124.1,1.4,47.2,-3.5
CCOc1ccc(-c2nc(C#N)c(N3CCCCCC3)o2)cc1,0.91,7.0,-0.8,-0.3,82.8,-4.8,93.7,4.0,4.8,25.8
COc1ccc(C(C(=O)NC2CCCCC2)N(C(=O)c2sc(C)nc2C)c2ccccc2)cc1 (stereo not drawn),1.17,7.1,-4.8,-0.3,98.3,3.6,95.5,2.9,-3.6,-0.4
CN(C)/C=N/C(=S)Nc1ccc(Cl)c(Cl)c1,2.11,-29.6,-1.9,-0.3,98.8,-24.0,124.8,0.0,24.0,7.7
CCCCC(=O)Nc1cccc(NC(=S)NC(C)=O)c1,0.91,-0.2,0.4,-0.3,94.4,18.7,100.2,1.3,-18.7,11.3
COc1ccc2nc3c(c(-c4ccccc4)c2c1)CCC3,0.93,-7.5,-6.8,-0.4,104.0,-8.4,106.8,-0.8,8.4,-7.7
Cc1sc(NC(=O)CSc2nnc(-c3ccc(F)cc3)o2)c(C#N)c1C,0.88,-18.6,-8.8,-0.1,98.0,-19.1,116.9,1.6,19.1,6.1
Cn1c(O)c(N=NC(=O)Cn2c(C(F)(F)F)nc3ccccc32)c2ccccc21,1.02,6.2,-5.7,-0.3,101.5,0.7,94.5,5.8,-0.7,-1.7

The listing continues:
smiles,NF-kB expr up,STAT1 inh,FLuc inhib CS,Hsp70 act,STAT3 act,APP transl inh,STAT1 act,RAM network inh,APP 5'UTR act,STAT3 inh
Cc1nn(Cc2cccc(Oc3ccccc3)c2)c(C)c1NC(=O)NC12CC3CC(CC(C3)C1)C2,1.37,0.6,-5.5,-0.3,99.6,-7.5,101.6,4.3,7.5,-2.0
Cc1cc(C)cc(NC(=O)C2CCCN2C(=O)Oc2ccccc2)c1 (stereo not drawn),0.94,4.7,-8.5,-0.4,93.6,6.8,95.7,-0.1,-6.8,6.3
CCOc1ccc(S(=O)(=O)Nc2ccncc2)c(C)c1C,1.14,2.9,-0.8,-0.2,94.8,-10.5,97.0,-1.0,10.5,13.4
CCOC(=O)c1c(NC(=O)COC(=O)c2cc(OC)c(OC)cc2[N+](=O)[O-])sc(C)c1C,0.99,6.6,-8.7,-0.2,100.0,x,94.1,8.6*,x,0.3
C1CC1Cc1noc(CN2CCN(C3C4CC5CC(C4)CC3C5)CC2)n1 (stereo not drawn),1.23,1.4,-5.0,-0.2,109.4,-0.9,98.6,-0.5,0.9,-4.6
O=C1c2ccccc2COc2ccc(O)cc21,1.23,0.9,-2.8,-0.1,98.1,-8.1,99.2,-0.1,8.1,5.9
CCc1sc(C(=O)Nc2cccc(C(C)=O)c2)cc1C,1.69,-3.4,33.0,0.0,89.2,-13.9,103.0,-0.1,13.9,15.1
Cc1cccc(N2CCc3c2nc2ccc(Br)cc2c3N)c1,1.4,-9.9,-7.4,0.2,86.5,-20.4,106.6,0.3,20.4,19.2
CN(c1ccccc1)c1cc(=O)[nH]c(=O)[nH]1,0.93,-4.3,-7.8,0.1,100.9,6.7,103.8,1.7,-6.7,1.8
CCOC(=O)C1=NNC2C(=O)N(CC)C(=O)C12 (stereo not drawn),1.06,2.6,-3.0,-0.2,105.0,6.9,99.1,1.2,-6.9,-5.9

Next part.
smiles,NF-kB expr up,STAT1 inh,FLuc inhib CS,Hsp70 act,STAT3 act,APP transl inh,STAT1 act,RAM network inh,APP 5'UTR act,STAT3 inh
COc1cc(-c2nc3cnccn3c2Nc2ccc3c(c2)OCCO3)ccc1O,1.12,-0.9,-3.0,0.2,89.6,5.9,102.2,2.3,-5.9,16.8
CC1Cc2nc(SCC(=O)c3ccccc3)n(Cc3ccccc3)c(=O)c2S1 (stereo not drawn),0.81,-3.7,-7.3,-0.3,108.8,-0.2,103.4,6.7,0.2,-1.5
COC(=O)c1cn(NC(=O)c2cc(OC)cc(OC)c2)c(=O)c2ccccc12,1.25,9.6,-2.6,0.3,109.1,-14.1,91.2,2.0,14.1,-6.3
O=C(Nc1ccc2c(c1)OCCO2)C1CCN(S(=O)(=O)c2ccc(Br)s2)CC1,0.81,-5.6,-2.2,-0.4,101.8,-15.5,105.2,2.6,15.5,-3.8
Cc1oc2cc(O)ccc2c(=O)c1-c1cnn(-c2ccccc2)c1,2.01,7.7,4.2,-0.1,80.2,-20.4,92.9,3.3,20.4,24.9
O=CN1CCCN(Cc2nc(-c3cccc(Cl)c3)no2)CC1,1.29,-9.6,-5.7,-0.1,86.4,5.5,107.1,0.9,-5.5,19.7
COc1ccc2cc(CCNC(=O)CC(C)(C)C)c(=O)[nH]c2c1,1.25,-0.6,-8.2,-0.2,103.8,20.5,100.6,0.4,-20.5,-1.3
N#CC(C#N)C(c1ccsc1)c1c(-c2ccccc2)[nH][nH]c1=O (stereo not drawn),0.94,19.4,-7.3,-0.2,111.0,3.2,82.1,1.6,-3.2,-8.3
CC(C)OC(=O)CSc1nnc(Cc2ccccc2)n1C,1.1,-2.8,0.3,-0.5,103.0,3.1,102.6,-1.3,-3.1,2.2
NC(=O)C[n+]1cccc(CNC(=O)c2ccc(OC(F)F)cc2)c1,0.98,-7.6,3.8,-0.2,107.3,-0.6,106.8,2.9,0.6,-0.5
CSc1ccc(OC2CCCCC2NS(=O)(=O)c2ccc(Cl)cc2)cc1 (stereo not drawn),1.26,-4.7,-7.1,-0.2,103.7,-12.5,104.2,5.0,12.5,-2.0
Cc1cc(C(F)(F)F)nc(SCCN2CCOCC2)c1C#N,1.23,16.8,-1.4,-0.2,97.2,-2.2,82.6,2.8,2.2,6.6
